High-throughput results from PubChem BioAssay.
TRPML3 ag = agonists of human TRPML3 channel | AID 1448 | Q8TDD5 | activation, % at 3 µM | HEK293 TRPML3-YFP, Fluo-8 calcium fluorescence; 100% = the carbachol control signal | 220,000 compounds, 0.29% hits;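 active = activation above its plate's cutoff, the mean activation of the plate's test wells plus 3 SD, cut at about 12% in these data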;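 note: 0% = DMSO only wells and 100% = carbachol wells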
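Test system – HEK293 line with stable expression of human TRPML3-YFP channel · Control set – carbachol 87 µM final as high control (100%), DMSO as low control (0%) · Signal – Fluo-8 calcium dye fluorescence, ex 470-495, em 515-575 nm · Incubation – 1-h 37 °C dye load, 5-s basal, 120-s post-compound reads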
Cl transport mod = KCC2 (human) Cl- transport modulation | Q9H2X9 | KCC2 cells, thallium flux FluoZin-2 fluorescence | B-score of Tl+ flux slope (higher = more flux/activation; lower = inhibition) at 10 µM | 190,000 compounds, 2.2% hits | AID 1456;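 active = thallium flux slope and its plate-corrected score both differing from the plate sample mean at a set confidence after two filtering rounds, in either direction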;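 note: slope of fluorescence scaled to starting intensity during 10 to 20 s after thallium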
TRPN1 ag = activates the zebrafish TRPN1 channel; 220,000 compounds, 0.18% hits; AID 1424; HEK293 zebrafish TRPN1-YFP, Fluo-8 calcium fluorescence; 100% = response to 87 µM carbachol; activation, % at 3 µM;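 active = activation above its plate's cutoff, the mean activation of test wells on that plate plus 3 SD, cut at about 19% in these data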;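 note: 0% = DMSO alone and 100% = 87 µM carbachol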
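Control set: carbachol 87 µM as high control, DMSO as low control; system: HEK293 stable line with zebrafish TRPN1-YFP; read-out: % activation versus carbachol response; detection: intracellular calcium fluorescence with Fluo-8; doses: single test compound dose, 3 µM nominal, 0.3% DMSO; schedule: dye 1 h 37 °C plus 30 min RT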
PPC-1+TRAIL kill = PPC-1 cancer cell killing with TRAIL present; PPC-1 cells + TRAIL, ATPLite viability luminescence; cell killing (% activity), % at 4 µM; 220,000 compounds, 0.41% hits; AID 1443;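 active = cell killing above 50% in the first pass at 4 µM, then a duplicate retest at 5 µM averaging 50% or more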;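 note: plate controls were cells with TRAIL plus DMSO for no effect and medium-only wells lacking cells for full effect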
Furin inhibitor = blocks human furin protease activity. AID 463115. 220,000 compounds, 0.061% hits. purified furin, fluorogenic substrate cleavage. P09958. inhibition, % at 30 µM; in the data active = inhibition above about 25%; note: inactives centre near -15
Target sequence (P09958 108-714 limits assumed): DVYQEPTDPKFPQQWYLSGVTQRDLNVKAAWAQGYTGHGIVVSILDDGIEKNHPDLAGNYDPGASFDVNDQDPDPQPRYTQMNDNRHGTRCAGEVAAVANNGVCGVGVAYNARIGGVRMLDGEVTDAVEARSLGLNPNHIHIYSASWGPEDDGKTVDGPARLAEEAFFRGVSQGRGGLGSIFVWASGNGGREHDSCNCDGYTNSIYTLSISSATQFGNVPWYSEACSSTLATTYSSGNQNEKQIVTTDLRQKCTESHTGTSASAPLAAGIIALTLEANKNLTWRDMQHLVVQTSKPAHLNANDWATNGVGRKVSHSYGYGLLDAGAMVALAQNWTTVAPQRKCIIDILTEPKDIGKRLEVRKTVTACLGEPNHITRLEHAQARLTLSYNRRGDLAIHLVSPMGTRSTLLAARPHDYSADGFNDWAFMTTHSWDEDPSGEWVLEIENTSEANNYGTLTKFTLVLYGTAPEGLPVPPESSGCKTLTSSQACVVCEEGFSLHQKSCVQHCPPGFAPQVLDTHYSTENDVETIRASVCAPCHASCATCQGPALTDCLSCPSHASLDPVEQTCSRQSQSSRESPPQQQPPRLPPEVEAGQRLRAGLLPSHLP
Tb hexokinase = blocks Trypanosoma brucei hexokinase 1 activity | AID 1430 | 220,000 compounds, 0.11% hits | inhibition, % at 10 µM | recombinant TbHK1, G6PDH-coupled NADH A340;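 active = inhibition of 50% or more in the single-dose primary screen; inactive = inhibition below 50%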
Thrombin inh = thrombin (human) inhibition | alpha-thrombin, Boc-VPR-AMC fluorogenic substrate cleavage | P00734 | inhibition, % at 5 µM | 220,000 compounds, 0.26% hits;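 active = inhibition at or above 40%; inactive = inhibition below 40%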;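 note: 0% = enzyme with no compound and 100% = wells without enzyme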
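System – human alpha-thrombin · Medium – pH 7.5 Tris (50 mM) with NaCl 150 mM, Tween 20 0.05% · Compound – single-point dosing at 5 µM, 0.2% DMSO · Incubation – enzyme reaction carried out at room temperature · Technique – fluorescence of released AMC, ex 355 nm, em 460 nm · Read-out basis – % inhibition of thrombin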
Calpain2 inh = calpain II (pig) inhibition; purified calpain II, fluorogenic peptide substrate, 30 min; inhibition, % at 16 µM; 220,000 compounds, 0.37% hits;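 active = inhibition above about 50%, limit read from the data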
EBV gp42 block = EBV gp42 inhibition; Q1HVG2; Fluorescence polarization binding assay, mP read-out; inhibition, % (tested at 21.74 µM); 220,000 compounds, 0.42% hits; AID 1085; in the data active = inhibition above about 50%
Target sequence (Q1HVG2 whole entry, looked up): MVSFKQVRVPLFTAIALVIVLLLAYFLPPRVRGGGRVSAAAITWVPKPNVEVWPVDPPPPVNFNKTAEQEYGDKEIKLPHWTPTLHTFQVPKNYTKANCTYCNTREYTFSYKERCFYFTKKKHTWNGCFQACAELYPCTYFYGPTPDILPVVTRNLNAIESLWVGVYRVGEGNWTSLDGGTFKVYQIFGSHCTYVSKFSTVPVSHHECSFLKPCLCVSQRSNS
The depositor's hits bear a star; [ ] = dose if it differs, or a comment.

Screening O=S(=O)(Nc1nc2ccccc2nc1Cl)c1ccc(Cl)cc1 returned TRPML3 ag 0.5, Cl transport mod -2.72, TRPN1 ag -0.9, PPC-1+TRAIL kill -1.9, Furin inhibitor -2.9, Tb hexokinase -5.3, Thrombin inh -10.2, Calpain2 inh -12.6 and EBV gp42 block 3.9.
Screening COc1ccc(-c2nc(C#N)c(NCCN(C)C)o2)cc1 returned TRPML3 ag 0.8, Cl transport mod -2.78, TRPN1 ag -0.3, Furin inhibitor -34.1, Tb hexokinase -8.9, Thrombin inh -0.4, Calpain2 inh -270.8 and EBV gp42 block -18.2.
CC(=O)N1CCN(C(=O)c2cc(S(=O)(=O)Nc3ccc(S(C)(=O)=O)cc3)ccc2Cl)CC1 was read as TRPML3 ag 0.4, Cl transport mod 1.26, TRPN1 ag -0.1, PPC-1+TRAIL kill 22.2, Furin inhibitor -27.8, Tb hexokinase -8.6, Thrombin inh 10.7, Calpain2 inh -30.9 and EBV gp42 block -11.3.
For Cc1ccc(/C=N/NC(=O)c2c(-c3ccccc3)noc2C)o1 the results were TRPML3 ag -0.3, Cl transport mod -0.799, TRPN1 ag 0.0, PPC-1+TRAIL kill 24.2, Furin inhibitor 8.0, Tb hexokinase -24.5, Thrombin inh -1.8, Calpain2 inh 9.1 and EBV gp42 block 9.6.
For C/C(=N\NC(=O)C(N)=O)c1ccc(O)cc1O the results were TRPML3 ag 1.0, Cl transport mod 1.53, TRPN1 ag 0.8, PPC-1+TRAIL kill 37.1, Furin inhibitor -18.7, Tb hexokinase -9.4, Thrombin inh -7.3, Calpain2 inh 13.3 and EBV gp42 block -15.5.
Screening Cc1c(C(=O)NCCCN2CCOCC2)oc2c1C1(CCC2)SCCS1 returned TRPML3 ag 1.5, Cl transport mod 0.4, TRPN1 ag 2.9, PPC-1+TRAIL kill 7.7, Furin inhibitor -16.7, Tb hexokinase 2.3, Thrombin inh -0.1, Calpain2 inh -4.5 and EBV gp42 block 0.0.
Screening CSc1oc(-c2ccccc2)nc1C(N)=O returned TRPML3 ag -0.1, Cl transport mod -0.966, TRPN1 ag 0.3, Furin inhibitor -29.7, Tb hexokinase -3.3, Thrombin inh -1.6, Calpain2 inh -11.1 and EBV gp42 block -38.2.
For COc1ccc(OC)c(C2C3=C(CCCC3=O)NC3=C2C(=O)CCC3)c1 the results were TRPML3 ag 1.0, TRPN1 ag 1.9, PPC-1+TRAIL kill -5.8, Furin inhibitor -12.6[20 µM], Tb hexokinase -12.5, Thrombin inh 12.1, Calpain2 inh 14.1 and EBV gp42 block 1.3.
`C/C(=N/NC(=O)c1ccccc1)C1=C(O)CC(C)(C)CC1=O` gave TRPML3 ag 0.8, Cl transport mod -1.32, TRPN1 ag 1.4, Furin inhibitor -26.7, Tb hexokinase -33.4, Thrombin inh 5.4, Calpain2 inh -16.7 and EBV gp42 block -3.8.
For CCOC(=O)C1C2C=CC3(CN(c4ccc(Cl)c(F)c4)C(=O)C13)O2 (stereo not drawn) the results were TRPML3 ag -0.1, Cl transport mod 0.615, TRPN1 ag 1.3, Furin inhibitor -4.9, Tb hexokinase -4.8, Thrombin inh -3.9, Calpain2 inh 0.3 and EBV gp42 block -6.8.
For Cc1c(-c2cc(C(=O)O)c3ccccc3n2)cnn1C the results were TRPML3 ag 1.3, Cl transport mod 0.0587, TRPN1 ag 0.3, PPC-1+TRAIL kill 12.1, Furin inhibitor -10.4, Tb hexokinase -16.5, Thrombin inh -9.6, Calpain2 inh inactive and EBV gp42 block -1.3.
`O=C(O)c1cccc(NS(=O)(=O)c2ccc3nnn(O)c3c2)c1` gave TRPML3 ag 0.1, TRPN1 ag 0.5, PPC-1+TRAIL kill 10.7, Furin inhibitor -2.9[20 µM], Tb hexokinase -4.6, Thrombin inh 2.5, Calpain2 inh -9.2 and EBV gp42 block -16.9.
`CCOC(=O)c1c(-c2ccccc2)oc2ccc(O)c(CN3CCN(C)CC3)c12` gave TRPML3 ag 0.1, Cl transport mod 0.76, TRPN1 ag 0.9, PPC-1+TRAIL kill 35.1, Furin inhibitor -6.8, Tb hexokinase -36.1, Thrombin inh 3.9, Calpain2 inh 15.2 and EBV gp42 block -8.1.
Screening COCCNC(=O)c1c(N)n(CCCn2ccnc2)c2nc3ccccc3nc12 returned TRPML3 ag -0.5, Cl transport mod 1.33, TRPN1 ag -0.7, PPC-1+TRAIL kill 4.3, Furin inhibitor -41.5, Tb hexokinase -0.1, Thrombin inh -12.1, Calpain2 inh inactive and EBV gp42 block -5.6.
CNC(=O)C(C)NS(=O)(=O)c1ccc(F)cc1 (stereo not drawn) was read as TRPML3 ag 0.4, TRPN1 ag 0.3, PPC-1+TRAIL kill -7.9, Furin inhibitor -26.8[20 µM], Tb hexokinase 0.3, Thrombin inh -6.3, Calpain2 inh 9.0 and EBV gp42 block -6.1.
CN(C)CCN(Cc1ccccc1)c1nccc(N(C)C)c1C#N was read as TRPML3 ag 0.8, Cl transport mod 0.00979, TRPN1 ag -0.7, PPC-1+TRAIL kill 13.2, Furin inhibitor -5.7[20 µM], Tb hexokinase -18.3, Thrombin inh -8.1, Calpain2 inh -91.3 and EBV gp42 block 5.5.
For COC(CNC(=O)c1c[nH]c2ccc(S(=O)(=O)N3CCC4(CC3)OCCO4)cc2c1=O)OC the results were TRPML3 ag 1.0, Cl transport mod 0.0528, TRPN1 ag 2.2, PPC-1+TRAIL kill 38.8, Furin inhibitor -7.1, Tb hexokinase -1.2, Thrombin inh 0.5, Calpain2 inh -23.1 and EBV gp42 block 3.3.
O=C(CCC(=O)c1cccs1)NCc1ccccc1 was read as TRPML3 ag 0.2, Cl transport mod 0.464, TRPN1 ag -0.6, PPC-1+TRAIL kill 11.9, Furin inhibitor -16.5[20 µM], Tb hexokinase -3.5, Thrombin inh 0.4, Calpain2 inh 9.3 and EBV gp42 block -21.1.
For CCc1cccc(C)c1NC(=O)CO/N=C(\C)c1cc2ccccc2o1 the results were TRPML3 ag 0.9, Cl transport mod -1.02, TRPN1 ag 2.2, PPC-1+TRAIL kill 9.0, Furin inhibitor 3.9, Tb hexokinase 31.0, Thrombin inh -7.9, Calpain2 inh 35.6 and EBV gp42 block -12.2.
`Cc1ccc2nc(NC(=O)CSc3ncnc4c3oc3ccccc34)sc2c1` gave TRPML3 ag 0.0, TRPN1 ag 1.2, PPC-1+TRAIL kill -1.3, Furin inhibitor -28.6, Tb hexokinase 7.0, Thrombin inh -6.2, Calpain2 inh -14.8 and EBV gp42 block -6.8.
For CCCCC(=O)N1CCCC(C(=O)OCC)C1 (stereo not drawn) the results were TRPML3 ag 1.3, Cl transport mod 0.528, TRPN1 ag -0.5, PPC-1+TRAIL kill 24.8, Furin inhibitor -17.6[20 µM], Tb hexokinase -3.8, Thrombin inh -2.9, Calpain2 inh -3.5 and EBV gp42 block -4.7.
`O=C(Oc1cccc(NC2=NS(=O)(=O)c3ccccc32)c1)c1cccnc1` gave TRPML3 ag 1.6, TRPN1 ag 4.5, PPC-1+TRAIL kill -2.9, Furin inhibitor -24.7, Tb hexokinase -8.6, Thrombin inh 7.6, Calpain2 inh -1.6 and EBV gp42 block -10.8.
For COc1ccc(OC)c(NC2c3ncccc3C(=O)N2Cc2ccco2)c1 (stereo not drawn) the results were TRPML3 ag 0.2, TRPN1 ag 0.1, PPC-1+TRAIL kill 0.7, Furin inhibitor -17.2, Tb hexokinase 0.7, Thrombin inh -5.8, Calpain2 inh 4.6 and EBV gp42 block -5.8.
`O=C(NCC(O)c1ccccc1)c1cccc(S(=O)(=O)N2CCOCC2)c1` (stereo not drawn) gave TRPML3 ag 0.6, Cl transport mod -0.443, TRPN1 ag -1.0, PPC-1+TRAIL kill -9.8, Furin inhibitor -13.2[20 µM], Tb hexokinase 3.3, Thrombin inh -0.1, Calpain2 inh -33.9 and EBV gp42 block -1.9.
COc1ccc(NC(=O)C2CC(=O)n3c(nc4ccccc43)N2)cc1 (stereo not drawn) was read as TRPML3 ag -0.2, TRPN1 ag 1.4, PPC-1+TRAIL kill 2.7, Furin inhibitor -0.4, Tb hexokinase 0.3, Thrombin inh -6.1, Calpain2 inh 11.9 and EBV gp42 block -0.6.
For COc1ccc(/C=N/Nc2ncnc3c2[nH]c2ccc(C)cc23)c(OC)c1OC the results were TRPML3 ag 0.3, Cl transport mod -0.65, TRPN1 ag -0.2, PPC-1+TRAIL kill -11.2, Furin inhibitor -4.6, Tb hexokinase -23.2, Thrombin inh 0.4, Calpain2 inh -14.0 and EBV gp42 block 1.2.
Screening CN1CCN(C(=S)Nc2ccc(Oc3ccccc3)cc2)CC1 returned TRPML3 ag 1.5, Cl transport mod -1.59, TRPN1 ag 2.7, PPC-1+TRAIL kill 2.8, Furin inhibitor -17.6, Tb hexokinase -2.5, Thrombin inh 3.0, Calpain2 inh 26.0 and EBV gp42 block 3.9.
COC(=O)c1cc(C(=O)N(Cc2ccccc2)c2ccccn2)cc([N+](=O)[O-])c1 was read as TRPML3 ag -0.5, Cl transport mod -0.121, TRPN1 ag -2.0, PPC-1+TRAIL kill -5.2, Furin inhibitor 2.1, Tb hexokinase -9.3, Thrombin inh -12.6, Calpain2 inh 9.0 and EBV gp42 block 7.4.
Screening COc1cc2c(cc1OC)C(Nc1ccc(S(N)(=O)=O)cc1)=NC(C)(C)C2 returned TRPML3 ag 0.8, Cl transport mod 0.697, TRPN1 ag 2.2, PPC-1+TRAIL kill -2.1, Furin inhibitor -12.1, Tb hexokinase -11.8, Thrombin inh -1.1, Calpain2 inh 26.0 and EBV gp42 block 5.8.
Screening c1ccc(C2C3=C(CCCC3)Nc3ncnn32)cc1 (stereo not drawn) returned TRPML3 ag 0.2, TRPN1 ag 0.4, PPC-1+TRAIL kill 2.2, Furin inhibitor -20.4, Tb hexokinase -1.8, Thrombin inh 1.0, Calpain2 inh -9.4 and EBV gp42 block -5.8.
For Cc1cccc(CSC2=NCCN2C(=O)c2ccco2)c1 the results were TRPML3 ag -0.3, Cl transport mod 0.255, TRPN1 ag -0.5, PPC-1+TRAIL kill 14.7, Furin inhibitor -16.6, Tb hexokinase 3.1, Thrombin inh -7.8, Calpain2 inh 14.4 and EBV gp42 block 38.5.

3 structures from above, arranged by formula weight, highest first.
COc1ccc(NC(=O)C2CC(=O)n3c(nc4ccccc43)N2)cc1 (stereo not drawn) was read as TRPML3 ag -0.2, TRPN1 ag 1.4, PPC-1+TRAIL kill 2.7, Furin inhibitor -0.4, Tb hexokinase 0.3, Thrombin inh -6.1, Calpain2 inh 11.9 and EBV gp42 block -0.6.
For Cc1cccc(CSC2=NCCN2C(=O)c2ccco2)c1 the results were TRPML3 ag -0.3, Cl transport mod 0.255, TRPN1 ag -0.5, PPC-1+TRAIL kill 14.7, Furin inhibitor -16.6, Tb hexokinase 3.1, Thrombin inh -7.8, Calpain2 inh 14.4 and EBV gp42 block 38.5.
Screening c1ccc(C2C3=C(CCCC3)Nc3ncnn32)cc1 (stereo not drawn) returned TRPML3 ag 0.2, TRPN1 ag 0.4, PPC-1+TRAIL kill 2.2, Furin inhibitor -20.4, Tb hexokinase -1.8, Thrombin inh 1.0, Calpain2 inh -9.4 and EBV gp42 block -5.8.
